From PubChem
MITF primary – blocks human microphthalmia-associated transcription factor. O75030. AlphaScreen MITF homodimerization, bead proximity signal. inhibition, % at 2.6 µM. hit rate 0.91% among 650,000; in the data active = inhibition above about 50%;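 also: 0% = vehicle wells with protein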
Target sequence (O75030 whole entry, looked up): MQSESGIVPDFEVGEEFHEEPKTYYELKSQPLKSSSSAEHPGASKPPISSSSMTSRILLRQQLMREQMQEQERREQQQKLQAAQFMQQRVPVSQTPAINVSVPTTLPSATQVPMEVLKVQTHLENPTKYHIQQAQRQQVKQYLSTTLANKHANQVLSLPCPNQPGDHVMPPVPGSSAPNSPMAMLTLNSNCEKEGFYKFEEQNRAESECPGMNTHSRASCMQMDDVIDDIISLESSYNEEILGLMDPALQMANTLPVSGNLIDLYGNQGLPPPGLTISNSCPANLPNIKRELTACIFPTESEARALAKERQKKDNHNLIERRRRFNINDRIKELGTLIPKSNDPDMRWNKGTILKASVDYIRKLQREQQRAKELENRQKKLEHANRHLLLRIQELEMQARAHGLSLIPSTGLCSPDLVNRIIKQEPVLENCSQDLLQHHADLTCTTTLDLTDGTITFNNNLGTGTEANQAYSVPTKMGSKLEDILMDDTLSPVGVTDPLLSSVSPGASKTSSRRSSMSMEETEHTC
GPR151 activ – activates the human receptor GPR151 | hit rate 1% among 650,000 | activation, % at 11.2 µM | Q8TDV0 | PathHunter beta-arrestin GPR151 cells, luminescence | AID 1508602; in the data active = activation above about 4.9%;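 also: 0% = median of compound wells and 100% = cells with positive control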
Target sequence (Q8TDV0 whole entry, looked up): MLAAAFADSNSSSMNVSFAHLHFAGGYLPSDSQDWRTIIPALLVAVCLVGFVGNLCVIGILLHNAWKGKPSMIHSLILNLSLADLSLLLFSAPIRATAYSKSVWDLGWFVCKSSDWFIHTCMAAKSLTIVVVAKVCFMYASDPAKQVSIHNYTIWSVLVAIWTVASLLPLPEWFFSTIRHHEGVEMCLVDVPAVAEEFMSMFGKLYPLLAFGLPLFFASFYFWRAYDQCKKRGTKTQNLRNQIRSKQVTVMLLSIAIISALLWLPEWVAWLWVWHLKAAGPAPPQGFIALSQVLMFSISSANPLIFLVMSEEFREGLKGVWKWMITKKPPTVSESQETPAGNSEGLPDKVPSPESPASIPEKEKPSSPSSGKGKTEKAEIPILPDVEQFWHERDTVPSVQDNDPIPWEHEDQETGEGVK
TEAD-YAP inh – TEAD-YAP interaction inhibition; hit rate 1.4% among 640,000; inhibition, % at 9.12 µM; AID 1259422; HEK-TIYL cells, TEAD-Gal4/YAP UAS-luciferase luminescence; in the data active = inhibition above about 32%;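 also: 0% = median of test compound wells and 100% = reference inhibitor wells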
FBW7 activator – activators of human E3 ligase FBW7 | Q969H0 | AlphaScreen FBW7–phospho-cyclin E peptide binding, activator screen | normalized activity (activation), % at 26.1 µM | hit rate 0.13% among 650,000; in the data active = normalized activity above about 1.9%;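 also: purified mutant Fbw7 with reduced substrate affinity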
Starred values were filed as active, the others as inactive; x = no result given; & = joins results of further samples.

No.	structure	GPR151 activ	TEAD-YAP inh	MITF primary	FBW7 activator
1	O=C(Nc1cccnc1)c1c(O)c2ccccc2n(Cc2ccccc2)c1=O	1.3	0	-8	-0.2
2	N#CC(C#N)=NNc1ccc(-c2ccccc2)cc1	1.3	44*	1	-0.2
3	O=C(c1cccn2c(=O)c3ccc(Cl)cc3nc12)N1CCC2(CC1)OCCO2	-0.8	-1	8	0.0
4	COc1cccc(CN(CCN(C)C)C(=O)c2nn(CC3CC3)c3cc(-c4cn[nH]c4)ccc23)c1	-1.2	-6	9	0.1
5	Cc1ccc(S(=O)(=O)N[C@@H](CCCCN)C(=O)CCl)cc1	1.2&-0.6	-7	9&-4	0.0
6	COc1ccc(C2SCC(=O)Nc3c2c(=O)[nH]n3C2CCCCC2)cc1 (stereo not given)	1.2	-3	0	-0.1
7	CCOc1ccc(-n2cccc2/C=C2/C(=O)NC(=O)N(Cc3ccco3)C2=O)cc1	-0.9	-4	-2	-0.7
8	CCC1(C)CC(=O)NC(=O)C1	1.0	x	-3	-0.4
9	COc1cc(CN2CC3CC(C2)c2cccc(=O)n2C3)cc(OC)c1OC (stereo not given)	-0.5	-7	-3	-0.1
10	COCCOC(=O)C1=C(C)OC(N)=C(C#N)C12C(=O)N(CC(=O)OC)c1ccccc12 (stereo not given)	4.4	-2	-8	-0.1
11	CCC1(CC)C(=O)NC(=Nc2cccc(C(F)(F)F)c2)NC1=O	0.2	-2	17	-0.1
12	CCOP(=O)(OCC)C(NC(=O)c1cccc(C)c1)C(Cl)(Cl)Cl (stereo not given)	-0.9	-7	-2	0.0
13	O=C(N1CCOCC1)N1CCN(c2ccc(Cl)cc2)CC1	-0.4	5	19	1.3
14	CCCN1CCN(C(=O)Cc2noc3ccccc23)CC1	-0.5	-4	11	0.3
15	CC(c1cccc(F)c1)n1cc(C(=O)NC2CCCC2)nn1 (stereo not given)	-1.1	5	-5	0.1
16	O=P(O)(NC1CCCCC1)NC1CCCCC1	1.2	-1	-6	-0.1
17	CCOc1ccc(C(C)=O)cc1Cc1c(O)[nH]c(=S)[nH]c1=O	-0.3	4	-3	-0.3
18	Cc1cc(C)[n+]2ccc3ccccc3c2n1	-1.8	-1	9	0.7
19	COc1cccc2c1cc([N+](=O)[O-])c1c(C(=O)O)cc3c(c12)OCO3	0.1&-1.8	-3&-3	-3&12	-0.1&-0.1
20	COc1ccc(CN2CCN(Cc3ccc(C)cc3)CC2)cc1	0.1	6	80*	-0.1
21	CCN(CC)CCOC(=O)C(C)(c1ccccc1)c1ccccc1	2.5	1	7	0.0
22	Cc1ccc(/C=C2/C(=O)NC(=O)N(C)C2=O)cc1	-0.2	-6	-1	-0.1
23	C=CCOc1c(Cl)cc(/C=C/[N+](=O)[O-])cc1OCC	1.8	2	5	0.0
24	Cc1cccc(-n2nnnc2C2(N(C)C)CCCCC2)c1	-1.0	-1	-8	-0.2
25	N#CC1=C(N)Oc2c(c(=O)oc3ccccc23)C1c1cccc(C(F)(F)F)c1 (stereo not given)	0.6	2	3	-0.1
26	Cc1nc2c(n1)c1c(non1O)c1c2no[n+]1[O-]	-0.6	3	16	-0.8
27	COc1ccc(CCN(C)Cc2ccco2)cc1OC	-0.1	-10	27	-0.1
28	CCOc1ccc(-n2c(C)nc3ccccc3c2=O)cc1	1.8	1	1	-0.1
29	CN(C)c1nc(OCC(Cl)(Cl)Cl)nc(N(C)C)n1	2.0	3	-6	0.2
30	C=CCOc1ccc(C2SCC(=O)Nc3c2c(=O)[nH]n3C2CCCC2)cc1 (stereo not given)	1.8	8	-3	0.6
31	COc1cc(CNCCc2c[nH]c3ccccc23)cc(OC)c1	-0.8	4	33	0.1
32	CC(=O)c1c(C)n(C(C)C)c2ccc(O)cc12	-0.2	31	-1	0.0
33	CC(=O)OCC(=O)[C@H]1CC[C@H]2[C@@H]3CC[C@H]4C[C@H](O)CC[C@]4(C)[C@H]3C(=O)C[C@]12C	6.2*	x	-5	0.2
34	Cc1oc(-c2cccs2)nc1CSCC(=O)N1CCC2(CC1)OCCO2	-0.1	8	17	0.0
35	CCN1CCN(C(=O)COc2ccc(F)cc2)CC1	-0.3	-10	-14	-0.1
36	CC(=O)OC(CC(=O)C(C)(C)C)C(Cl)(Cl)Cl (stereo not given)	1.0	-2	0	0.0
37	O=C(Nc1ccc(Cl)cc1C(=O)c1ccccc1)c1ccccc1Br	0.1	7	-16	-0.1
38	CCN1CCN(Cc2ccc(Cl)cc2)CC1	0.3	-1	11	0.0
39	CC(C)N1CCC2(CC1)NC(=O)c1ccccc1O2	-0.2	-5	-13	-0.2
40	CS(=O)(=O)Nc1ccc(C#N)c(Cl)c1	-1.1	-8	-3	-0.1
41	O=C(c1ccc(C(F)(F)F)cc1)N1CCN(Cc2ccccc2)CC1	1.0	3	8	-0.1
42	c1ccc2c(c1)CCOC2C1=NCCN1 (stereo not given)	0.8	1	7	0.2
43	Cn1c(=O)c(CNC2CN3CCC2CC3)cc2ccc(Cl)cc21 (stereo not given)	-1.0	-5	1	0.0
44	N#CC1(C(=O)O)CC2c3ccccc3C1c1ccccc12 (stereo not given)	-0.1	-7	-3	0.0
45	CCOC(=O)c1c(C)n(C2CCCCC2)c2cc(Br)c(OC(C)=O)cc12	1.3	-14	5	-0.1
46	C=C(C)[C@@H]1CCC(C)=C[C@H]1c1c(C)cc(O)cc1O	0.1	x	-10	x
47	COc1ccccc1/C=C1\CCCc2c(-c3ccccc3)cc(-c3ccccc3)[n+](C)c21	2.2	95*	14	0.0
48	COc1cccc(/C=C/c2nc3ccccc3c(=O)n2-c2cccc(Cl)c2)c1OC	1.0	6	3	-0.1
49	Cc1cccc(COc2cc(C)cc3oc(=O)c4c(c23)CCCC4)c1	-0.8	-3	1	0.1
50	COc1ccc(CN2CCN(Cc3ccccc3)CC2)c(OC)c1	-1.1	4	67*	-0.5

Complete entries, quoted from the list. Values in the order: GPR151 activ, TEAD-YAP inh, MITF primary, FBW7 activator
COc1ccc(CN2CCN(Cc3ccccc3)CC2)c(OC)c1 across the screens: -1.1, 4, 67*, -0.5
CC(=O)OCC(=O)[C@H]1CC[C@H]2[C@@H]3CC[C@H]4C[C@H](O)CC[C@]4(C)[C@H]3C(=O)C[C@]12C across the screens: 6.2*, x, -5, 0.2

The list goes on:
No.	structure	GPR151 activ	TEAD-YAP inh	MITF primary	FBW7 activator
51	COc1cccc(-n2c(=S)[nH]c3cc(Cl)ccc3c2=O)c1	0.9	-1	-3	-0.1
52	CCN1CCN(C(=O)Cc2ccccc2OC)CC1	0.0	1	2	0.2
53	COc1ccccc1/C=C/c1nc2ccccc2c(=O)n1-c1ccc(F)c(Cl)c1	0.3	25	5	0.2
54	COc1ccccc1NC(=O)c1cccc(S(=O)(=O)N2CCCCC2)c1	-1.1	3	11	0.3
55	CCCCS(=O)(=O)N1CCN(/C(N)=N\[N+](=O)[O-])CC1	0.0	5	-12	0.2
56	CCC(CC)N1CCN(Cc2ccc(OC)c(OC)c2)CC1	0.8	0	69*	-0.3
57	C=CCN1CC[C@]23c4c5ccc(O)c4O[C@H]2/C(=N/NC(=O)c2ccccc2)CC[C@@]3(O)[C@H]1C5	-1.2	5	24	0.0
58	O=C(O)C(O)(c1ccc(Br)cc1)c1ccc(Br)cc1	0.0	11	-12	-0.1
59	CCC1C(=O)NC(=O)N(c2ccccc2)C1=O (stereo not given)	0.7	6	20	0.0
60	CC1CCC2C(C)C(=O)OC3OC4(C)CCC1C32OO4 (stereo not given)	-1.1&1.1	8&24	18&-12	0.4&0.0
61	C=C(C)C1Cc2c(ccc3c(=O)c4c(oc23)COc2cc(OC)c(OC)cc2-4)O1 (stereo not given)	-1.6	-4	-1	-0.1
62	NCCc1nc2ccccc2[nH]1	1.2	1	10	-0.3
63	CC/C(=C\c1sc2ccc(OC)cc2[n+]1CC)SC (tested in a mixture with another compound)	-0.5	4	10	0.0
64	COc1ccc(OC)c(/C=C2\C(=O)C3CCN2CC3)c1	0.4	-1	9	0.1
65	CCC1=Nc2cc(C(=O)N3CCC4(CC3)OCCO4)ccc2Sc2ccccc21	-1.4	3	20	-0.1
66	Cn1nc2nc(-c3ccccc3)cc(-c3ccccc3)[n+]2n1	-0.8	-52	-3	-0.2
67	CC(C)NC(=O)c1cn(CC2CCCCC2)cc(C(=O)N2CCc3ccccc3C2)c1=O	-2.1	-4	23	-0.1
68	CCCCCCCCCc1ccc(O)cc1	1.5	-1	11	0.2
69	Nc1ccc([N+](=O)[O-])cc1C(=O)c1ccccc1	-0.5	2	15	-0.1
70	CCc1ccccc1N1Cc2ccccc2C1=N	1.9	-8	-5	0.0
71	N#CCCn1cc(C=C2C(=O)NC(=O)NC2=O)c(-c2ccccc2)n1	0.7	-2	-3	-0.3
72	CCOc1c(Br)cc(/C=C/[N+](=O)[O-])cc1OC	-0.1	9	-8	0.0
73	CN1C(=O)CN=C(c2ccccc2Cl)c2cc(Br)ccc21	-1.2	-4	-6	0.0
74	CCCCNC(=O)CN1C(=O)CN=C(c2ccccc2)c2ccccc21	0.9	12	-13	0.2
75	C[N+](C)(C)c1cnc(N)nc1	0.2	-1	9	0.2

Quoted at random: 3 entries already listed, in no set order.
No.	structure	GPR151 activ	TEAD-YAP inh	MITF primary	FBW7 activator
22	Cc1ccc(/C=C2/C(=O)NC(=O)N(C)C2=O)cc1	-0.2	-6	-1	-0.1
17	CCOc1ccc(C(C)=O)cc1Cc1c(O)[nH]c(=S)[nH]c1=O	-0.3	4	-3	-0.3
45	CCOC(=O)c1c(C)n(C2CCCCC2)c2cc(Br)c(OC(C)=O)cc12	1.3	-14	5	-0.1

Carrying on.
No.	structure	GPR151 activ	TEAD-YAP inh	MITF primary	FBW7 activator
76	Cc1ccc(-n2c(=O)[nH]c3ccccc3c2=O)cc1	-1.1	-15	-1	-0.1
77	CC(C)(C)c1ccccc1OCC(=O)Nc1ccc(Cl)cc1C(=O)c1ccccc1	-0.1	-2	2	0.8
78	CCCCOc1ccc(C2C(C#N)=C(N)Oc3c2c(=O)oc2ccccc32)cc1OC (stereo not given)	-0.2	-10	-74	0.1
79	COc1ccc(-n2c(=S)[nH]c3ccccc3c2=O)cc1	-1.4	-8	-7	-0.1
80	CCOc1cccc(N2C(=O)CC(=O)NC2=O)c1	-0.8	-1	1	-0.1
81	O=C(N1CCN(c2ccccn2)CC1)C(O)(c1ccccc1)c1ccccc1	0.1	2	-12	0.0
82	Cc1[nH]c2c(Cl)cc(Cl)cc2c1CCN	-0.8	2	-6	-0.1
83	O=[N+]([O-])c1ccccc1CN1CCN(Cc2ccccc2Br)CC1	-0.9	-1	58*	-0.2
84	CN1CCN(c2ncnc(N)c2[N+](=O)[O-])CC1	2.8	4	-2	0.1
85	O=C1NC(=O)C(CCc2ccncc2)(CCc2ccncc2)C(=O)N1CCc1ccc(F)cc1	1.2	-5	6	0.1
86	CCC1(C)Cc2nc(N)c(C#N)cc2CO1 (stereo not given)	0.2	0	2	0.0
87	Cc1cccc(N2C(=O)CC(=O)NC2=S)c1C	-0.5	-3	10	0.0
88	N#Cc1ccc(NC(=O)COC(=O)CCc2ccccc2)cc1Cl	-1.4	-1	0	0.0
89	COc1ccc(OC)c(/C=C/c2nc3ccccc3c(=O)n2-c2ccc(C)cc2)c1	0.5	-5	-1	-0.2
90	COc1cc(C=O)ccc1OC(=O)c1cn(CCC#N)nc1-c1ccc([N+](=O)[O-])cc1	0.5	-1	2	-0.1
91	COc1ccccc1N1C(=O)NC(=O)/C(=C/c2ccc([N+](=O)[O-])s2)C1=O	0.7	9	19	-0.3
92	CC1(C)C(C(=O)NCC2CCC3(CCN(Cc4ccccn4)CC3)O2)C1(C)C (stereo not given)	-0.4	-5	-9	-0.1
93	CC(C)CCN1CCN(Cc2cc(F)cc(F)c2)CC1CCO (stereo not given)	-0.5	-2	-7	-0.1
94	Nc1ccc(C(=O)N/N=C2/CN3CCC2CC3)cc1	-0.1	-18	19	0.4
95	Cc1cc(N2CCNCC2)c2ccccc2n1	0.6	4	-8	0.1
96	CCN(CC)CCN=Cc1c(O)n(Cc2ccccc2)c(=O)[nH]c1=O	0.5	-4	2	0.0
97	COc1ccc(CN2CCN(CC(C)C)C(CCO)C2)cc1C (stereo not given)	0.8	-4	2	0.0
98	O=C(Nc1ccncc1)c1c(O)c2c(n(Cc3ccco3)c1=O)CCCC2	0.7	8	1	0.0
99	CC(C)(C)NCC(O)COc1cccc2[nH]c(C#N)cc12 (stereo not given)	-0.2	x	13	0.4
100	CCC(=O)N1CCN(CCN=Cc2c(O)n(C)c(=O)n(C)c2=O)CC1	-1.5	11	14	0.8
101	COc1ccc2[nH]cc(CCNC(=O)CF)c2c1	-0.6	15	18	0.1

These rows are one share of the data; rates above refer to the full screens.
